RGS4 act = potentiators or activators of RGS4; HEK293 M3R/inducible RGS4, carbachol calcium flux Fluo4; stronger effect = lower value; B-score at 10 µM; hit rate 0.92% among 310,000; AID 463111;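 active = B-score of the integrated calcium signal more than 4 SD below the library mean, with starting fluorescence not abnormally high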;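 also: negative B-score means reduced calcium response which marks RGS4 activation or potentiation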
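Material: M3R-expressing HEK293 line, RGS4 induced by doxycycline | Schedule: Overnight RGS4 induction, 30 min dye load 37 °C, 20 min compound RT | Measured by: Fluo4 fluorescence kinetic imaging of calcium | Read-out: Integrated calcium ratio converted to B score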
MrgX1 PAM = human MrgX1 positive allosteric modulation, primary screen | Q96LB2 | MrgX1-HEK293, Fluo-4 calcium flux, FDSS; stronger effect = higher value | B-score at 10 µM | hit rate 0.63% among 310,000 | AID 588675;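 active = plate-corrected calcium response at least 3 library SD above typical, normal starting fluorescence, not activating the receptor alone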;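 also: compound read alongside a low EC10 to EC30 dose of BAM8-22 agonist; peak minus trough fluorescence over baseline measured at the second addition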
SKKanGAS inh = SKKanGAS growth inhibition; S. pyogenes SKKanGAS, kanamycin growth, BacTiter-Glo, 6 h; inhibition, % at 7.5 µM; hit rate 1.3% among 300,000; AID 1662;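 active = mean replicate score, as percent of positive control median, at least 50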;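 also: strain carries kanamycin resistance gene driven by streptokinase promoter and grows in 40 µg/ml kanamycin; loss of luminescence reflects streptokinase promoter inhibition or plain growth inhibition; 0% = median of DMSO wells and 100% = positive control at its reference dose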
Platelet DG rel = modulates dense granule release in human platelets | human platelet-rich plasma, SFLLRN dense granule ATP release, luminescence | hit rate 0.22% among 300,000 | inhibition, %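 (compounds screened at 7.5 µM in platelet-rich plasma)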;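 active = mean replicate score, as percent of positive control, at or above 50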
MrgX1 ag = agonists of human MrgX1 receptor; Q96LB2; MrgX1-HEK293 cells, Fluo-4 calcium fluorescence, agonist mode; stronger effect = higher value; B-score at 10 µM; hit rate 0.44% among 310,000; AID 588627;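 active = calcium response B-score plate-corrected fluorescence ratio at least 3 library SD, with starting fluorescence B-score inside 5 SD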
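System – MrgX1-expressing HEK293 cells · Incubation – cells plated overnight, dye loaded 0.5 h 37 °C, 0.5 h room temperature · Technique – kinetic Fluo-4 NW fluorescence of intracellular calcium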
MrgX1 antagonist = human MrgX1 receptor antagonism, primary screen; B-score at 10 µM; Q96LB2; hit rate 1.3% among 310,000; MRGX1-HEK293 calcium flux, Fluo-4, BAM8-22 antagonism; stronger effect = lower value;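 active = calcium-response B-score plate-corrected more than 3 library SD below zero, starting fluorescence within 5 deviations, no agonist response on first addition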;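 also: peak minus trough fluorescence over baseline after final BAM8-22 challenge near maximal dose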
TRPC4 inh = inhibitors of mouse TRPC4 channel; HEK293 TRPC4beta/mu-opioid, DAMGO-evoked Fluo4 calcium flux; stronger effect = lower value; B-score at 10 µM; hit rate 0.39% among 300,000;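 active = B-score over 3 SD under the library average, no early fluorescence shift, positive overall ratio signal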
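Assay system: Stable TRPC4beta/mu-opioid receptor HEK293 cells | Reagent: DAMGO in two steps, submaximal then maximal | Compound dosing: Single concentration per test compound | Signal: Fluo4 Ca2+ flux fluorescence | Evaluation: Per-well B score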
RGS4 block = inhibitors of human RGS4. hit rate 0.45% among 310,000. P49798. HEK293 M3R/RGS4 inducible, Fluo-4 calcium flux; stronger effect = higher value; triggered by carbachol at its EC20. B-score at 10 µM;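 active = B-score, a plate-corrected calcium signal, over three deviations above library mean, with baseline fluorescence within five deviations of library mean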;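 also: RGS4 expression induced by doxycycline in cells with stable M3 receptor; B-score is computed from the integrated fluorescence ratio over baseline after carbachol; higher B-score means a larger calcium signal and so more RGS4 inhibition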
Target sequence (P49798 whole entry, looked up): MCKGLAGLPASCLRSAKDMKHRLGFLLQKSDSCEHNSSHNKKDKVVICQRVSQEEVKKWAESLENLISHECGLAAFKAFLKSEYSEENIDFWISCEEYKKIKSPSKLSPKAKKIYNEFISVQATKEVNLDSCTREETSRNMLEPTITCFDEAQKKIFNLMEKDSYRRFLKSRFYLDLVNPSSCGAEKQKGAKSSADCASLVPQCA
TRPC6 inhibitor = mouse TRPC6 channel inhibition | B-score at 10 µM | hit rate 1.1% among 310,000 | HEK293-TRPC6, membrane potential dye, ACh-evoked depolarization; stronger effect = lower value | Q61143;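 active = B-score under library mean minus 3 SD, initial fluorescence not abnormally high, positive integrated signal ratio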;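 also: B-score derived from integrated fluorescence ratio over the kinetic read; more negative B-score means stronger inhibition of depolarization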
Target sequence (Q61143 whole entry, looked up): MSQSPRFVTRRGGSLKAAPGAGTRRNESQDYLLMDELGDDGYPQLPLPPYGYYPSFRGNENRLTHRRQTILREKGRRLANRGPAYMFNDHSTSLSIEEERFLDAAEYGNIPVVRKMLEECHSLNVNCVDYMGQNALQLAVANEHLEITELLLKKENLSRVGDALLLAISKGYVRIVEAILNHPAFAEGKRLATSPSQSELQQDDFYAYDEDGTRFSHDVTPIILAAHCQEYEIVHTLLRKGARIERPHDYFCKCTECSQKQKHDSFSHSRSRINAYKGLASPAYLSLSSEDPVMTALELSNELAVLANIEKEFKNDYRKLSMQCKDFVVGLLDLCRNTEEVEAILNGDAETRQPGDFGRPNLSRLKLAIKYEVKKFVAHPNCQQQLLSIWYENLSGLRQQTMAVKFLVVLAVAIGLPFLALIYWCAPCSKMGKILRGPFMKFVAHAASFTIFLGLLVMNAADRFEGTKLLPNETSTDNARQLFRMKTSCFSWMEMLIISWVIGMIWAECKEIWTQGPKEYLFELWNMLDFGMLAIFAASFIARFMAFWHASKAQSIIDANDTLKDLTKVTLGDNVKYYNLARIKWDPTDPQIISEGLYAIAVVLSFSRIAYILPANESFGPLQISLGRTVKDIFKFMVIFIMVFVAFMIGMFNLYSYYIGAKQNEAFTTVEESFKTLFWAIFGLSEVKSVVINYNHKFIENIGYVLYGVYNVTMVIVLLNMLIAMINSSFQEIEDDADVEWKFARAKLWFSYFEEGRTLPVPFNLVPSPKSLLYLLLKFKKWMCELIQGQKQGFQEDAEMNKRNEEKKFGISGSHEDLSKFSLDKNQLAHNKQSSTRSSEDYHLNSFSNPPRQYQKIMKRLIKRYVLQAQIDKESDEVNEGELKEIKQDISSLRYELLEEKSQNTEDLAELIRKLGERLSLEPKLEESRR
HIF act = HIF pathway transcriptional activation | AID 1910 | hit rate 0.32% among 300,000 | activation, % at 7.5 µM (by protocol) | U2OS HRE-luciferase reporter, luminescence; normalized: DMSO 0%, desferrioxamine 100%;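 active = mean activation of at least 10% of the iron chelator positive control signal, with at least half of replicates also reaching 10%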
TRPC6 activator = activates the mouse TRPC6 cation channel | Q61143 | HEK293-TRPC6 membrane potential dye fluorescence; stronger effect = higher value | B-score at 10 µM | hit rate 0.13% among 310,000;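 active = B-score of the integrated fluorescence ratio above library mean plus 3 SD, and starting fluorescence ratio within library mean plus 5 SD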;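 also: higher score means more depolarization so channel activation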
* hit, by the source's call; i = inactive; x = no result given. An unsorted share of the library. About 6.1% of those tested had a hit in this group.

SMILES	RGS4 act	MrgX1 PAM	SKKanGAS inh	Platelet DG rel	MrgX1 ag	MrgX1 antagonist	TRPC4 inh	RGS4 block	TRPC6 inhibitor	HIF act	TRPC6 activator
CC(C)(C)C(=O)Cn1c(=N)n(Cc2ccccc2Cl)c2ccccc21	i	i	6	2	i	i	i	i	-5.5*	0.2	i
CCCN1CCC2(CC1)C(C#N)=C(N)Oc1c2sc2nc(C)cc(C)c12	i	i	10	29	i	i	i	i	i	0.3	i
Cn1c(CC(=O)Nc2ccc(F)cc2)nnc1SCC(=O)Nc1nncs1	i	i	0	-3	i	i	i	i	i	-0.5	i
CN1CCN(C(=O)/C(=C/c2cccc([N+](=O)[O-])c2)NC(=O)c2ccccc2)CC1	i	i	-11	2	i	i	i	i	i	-0.4	i
N#CCCn1nnc2ccccc21	i	i	2	1	i	i	i	i	i	-0.5	i
CC(=O)c1cccc(NC(=O)CSC(=O)c2ccccc2)c1	i	i	-2	-4	i	i	i	i	i	30*	i
CN(CC(=O)N1CCN(C2CCCCC2)CC1)S(=O)(=O)c1cccc2nsnc12	i	i	-7	-3	i	i	i	i	i	-0.2	i
Cc1ccc(NC(=O)C2CCCN2C(=O)OCc2ccccc2)cc1C (configuration not stated)	i	i	-3	4	i	i	i	i	i	0.0	i
C=CCN(CC=C)C(=O)c1ccc(OC2CCN(C(C)=O)CC2)c(OC)c1	i	i	5	4	i	i	i	i	i	0.8	i
CCCN(CCC)CCNC(=O)C1CCN(Cc2nc(-c3ccc(Cl)cc3)oc2C)CC1	i	i	5	0	i	i	i	i	-7.2*	-0.1	i
Cc1cc(NS(=O)(=O)c2ccc(NC(=O)COc3ccccc3C(C)C)cc2)no1	i	i	3	12	i	i	i	i	i	0.0	i
CC(C)(C)c1ccc(/C=C(\c2nc3ccccc3[nH]2)S(=O)(=O)c2ccccc2)cc1	i	i	11	-2	i	i	i	i	i	2.9	i
CC(C(=O)N=Nc1c(O)[nH]c2ccccc12)n1cnc2ccccc2c1=O (configuration not stated)	i	i	-8	24	i	i	i	i	i	-2.2	i
Cc1ccc2occ(/C=N/NC(=O)c3ccc(Cl)cc3)c(=O)c2c1	i	i	-3	20	i	i	i	i	i	0.3	i
Cc1ccc(NC(=O)CCCC(=O)OC(C)C(=O)c2ccccc2)cc1 (configuration not stated)	i	i	3	-9	i	i	i	i	i	0.3	i
CN1CCN(S(=O)(=O)c2cccc(C(=O)Nc3cccc(S(N)(=O)=O)c3)c2)CC1	i	i	-2	7	i	i	i	i	i	-0.4	i
Cc1ccc2cc(S(=O)(=O)NCCCC(=O)O)ccc2c1	i	i	2	0	i	i	i	i	i	-0.3	i
COc1ccc(-c2nc(S(=O)(=O)c3ccc(C)cc3)c(N3CCCC3)o2)cc1	i	i	1	5	i	i	i	i	i	-0.5	i
Cc1c(Br)c(C(=O)NCc2cc3cc(Cl)ccc3[nH]2)nn1C	i	i	6	1	i	i	i	i	i	-0.2	i
O=C(N/C=C/c1ccc(Cl)cc1)NCc1ccc(Cl)cc1	i	i	5	-2	i	i	i	i	i	-0.6	i
COc1cccc(C(=O)N(Cc2cc3cc(C)ccc3[nH]c2=O)CC2CCCO2)c1 (configuration not stated)	i	i	-5	1	i	i	i	i	i	0.0	i
O=C(O)Cn1ccnc1	i	i	17	3	i	i	i	i	i	-36	i
O=C(NNC(=S)NC1CCCCC1)c1ccc(Cl)s1	i	i	1	6	i	i	i	i	i	3.1	i
CCC1(c2ccc(F)cc2)NC(=O)N(CC(=O)Nc2ccc(C)c(S(=O)(=O)N3CCOCC3)c2)C1=O (configuration not stated)	i	i	5	1	i	i	i	i	i	-0.4	i
COc1ccc(F)cc1S(=O)(=O)NCc1ccccc1	i	i	-2	-8	i	i	i	i	i	-0.5	i
Additional results follow.
SMILES	RGS4 act	MrgX1 PAM	SKKanGAS inh	Platelet DG rel	MrgX1 ag	MrgX1 antagonist	TRPC4 inh	RGS4 block	TRPC6 inhibitor	HIF act	TRPC6 activator
COc1ccc(C2=C(Nc3ccc(C)cc3)c3ccccc3C2=O)cc1	i	11*	8	7	i	i	i	i	i	0.2	i
CCOC(=O)c1c(C(=O)OCC)c(C)n(N2C(=O)CSC2=S)c1C	i	i	12	0	i	i	i	i	i	-0.1	i
O=C(NCc1ccc(F)c(F)c1)C1CCC(=O)N(CC2CCCCC2)C1 (configuration not stated)	i	i	1	-2	i	i	i	i	i	0.1	i
C[C@H](NS(=O)(=O)c1ccc(Cl)cc1)C(=O)OCC(=O)c1ccc[nH]1	i	i	-8	-4	i	i	i	i	i	0.2	i
CCOC(=O)c1cc2c(C)n(-c3ccc(C)cc3)c(C)c2ccc1=O	i	i	4	3	i	i	i	i	i	0.8	i
Cc1ncsc1CCOC(=O)c1cccnc1	i	i	-4	-12	i	i	i	i	i	0.0	i
COc1cccc(-n2nc(C(=O)N3CC(C)CC(C)C3)c3ccccc3c2=O)c1 (configuration not stated)	i	i	x	24	i	i	i	i	i	-0.3	i
O=C(Nc1ccccc1-c1ccccc1)c1cccc(C(F)(F)F)c1	i	i	0	7	i	i	i	i	i	-0.3	i
Cc1nn(-c2ccccc2)c(Cl)c1C(=O)OCC(=O)NCCc1ccccc1	-8*	i	9	-2	i	i	i	i	i	0.0	i
CCOC(=O)c1c(NC(=O)c2cc3n(n2)C(C(F)(F)F)CC(c2cccs2)N3)sc(C)c1C (configuration not stated)	i	i	17	-3	i	i	i	i	i	0.2	i
CCCCNC(=O)C1CCN(Cc2ccc(OCc3ccccc3)c(OC)c2)CC1	i	i	-1	0	i	i	i	i	i	1.8	i
Cc1ccc(N2CC(NC(=O)C(=O)c3c[nH]c4ccccc34)CC2=O)cc1C (configuration not stated)	i	i	0	6	i	i	i	i	i	2.0	i
CCCOC(=O)C1=C(C)N(C)C(=O)NC1c1cc2c(cc1[N+](=O)[O-])OCO2 (configuration not stated)	i	i	-5	15	i	i	i	i	i	-0.1	i
CCn1cc(C(=O)NCCCOC(C)C)c(=O)c2cc(S(=O)(=O)N3CCC(C)CC3)ccc21	i	i	-1	12	i	i	i	i	i	0.4	i
O=C(c1cccn2c(=O)c3ccccc3nc12)N1CCN(c2ccccn2)CC1	i	i	-1	5	i	i	i	i	i	-0.3	i
CN(C)Cc1c(O)c(Cl)cc2c3c(c(=O)oc12)CCCC3	i	i	4	0	i	i	i	i	i	-0.3	i
O=C(NC1=NCCS1)c1sc2ccccc2c1Cl	i	i	-2	2	i	i	i	i	i	2.0	i
CCOc1ccc(-c2c(C(=O)N/N=C/c3c[nH]c4ccccc34)nnn2-c2nonc2N)cc1	i	i	10	5	i	i	i	i	i	-0.5	i
Cc1ccc(C(=O)COC(=O)CCc2ccc(S(=O)(=O)N3CCCCC3)cc2)cc1	i	i	-1	-6	i	i	i	i	i	-0.4	i
Cc1ccc(C(C(=O)NC(C)(C)C)N(Cc2ccc3c(c2)OCO3)C(=O)c2ccc(CN3CCOCC3)o2)o1 (configuration not stated)	i	i	-6	2	i	i	i	i	i	-0.3	i
Cc1ccnc(SCC(=O)N2CCN(c3ccccc3)CC2)n1	i	i	-10	-4	i	i	i	i	i	-0.4	i
COc1ccc(C(=O)Nc2cc(OC)c(Cl)cc2OC)cc1	i	i	3	-1	i	i	i	i	i	2.3	i
CC(C)Sc1nc2ccccc2c(=O)[nH]1	i	i	-10	1	i	i	i	i	i	0.1	i
Cc1cc(C)n(-c2nc(SCC(=O)N3CCCC3)c3c4c(sc3n2)CCCC4)n1	i	i	25	1	i	i	i	i	i	0.0	i
Cc1cccc(CNS(=O)(=O)c2csc(C(N)=O)c2)c1	i	i	-2	5	i	i	i	i	i	0.8	i

Compound profiles (already shown).
`CC(C(=O)N=Nc1c(O)[nH]c2ccccc12)n1cnc2ccccc2c1=O` (configuration not stated) in the list: RGS4 act = i; MrgX1 PAM = i; SKKanGAS inh = -8; Platelet DG rel = 24; MrgX1 ag = i; MrgX1 antagonist = i; TRPC4 inh = i; RGS4 block = i; TRPC6 inhibitor = i; HIF act = -2.2; TRPC6 activator = i
`C=CCN(CC=C)C(=O)c1ccc(OC2CCN(C(C)=O)CC2)c(OC)c1` in the list: RGS4 act = i; MrgX1 PAM = i; SKKanGAS inh = 5; Platelet DG rel = 4; MrgX1 ag = i; MrgX1 antagonist = i; TRPC4 inh = i; RGS4 block = i; TRPC6 inhibitor = i; HIF act = 0.8; TRPC6 activator = i

Following part:
SMILES	RGS4 act	MrgX1 PAM	SKKanGAS inh	Platelet DG rel	MrgX1 ag	MrgX1 antagonist	TRPC4 inh	RGS4 block	TRPC6 inhibitor	HIF act	TRPC6 activator
COC(=O)C1(C(F)(F)F)N=C2Sc3ccccc3N2C(N2CCOCC2)=N1 (configuration not stated)	i	i	-2	105*	i	i	i	i	i	0.3	i
Cc1csc2c(NCCCN3CCOCC3)ncnc12	i	i	-4	1	i	i	i	i	i	-1.0	i
COc1ccc(S(=O)(=O)N2CCN(C(=O)C3CCC3)CC2)cc1	i	i	-2	5	i	i	i	i	i	-0.3	i
CCOC(=O)C(Oc1ccc2c(-c3ccccc3)cc(=O)oc2c1)c1ccccc1 (configuration not stated)	i	i	-11	-15	i	i	i	i	i	-49	i
CCOc1ccccc1NC(=O)Nc1ccc(OC)nc1	i	i	0	1	i	i	i	i	i	0.9	i
COc1ccccc1NC(=O)c1ccc2nsnc2c1	i	i	1	-2	i	i	i	i	i	0.2	i
O=C(Cc1ccc(Cl)cc1)Nc1ccc(N2CCN(C(=O)c3ccco3)CC2)cc1	i	i	-5	-3	i	i	i	i	i	-0.5	i
NCCc1c(C(=O)O)[nH]c2ccc([N+](=O)[O-])cc12	i	i	-7	-7	i	i	i	i	i	-0.3	i
COC(=O)C1CCN(C(=O)c2ccc3oc(Cc4ccc(Cl)cc4)nc3c2)CC1	i	i	-1	-3	i	i	i	i	i	0.0	i
CC1CN(S(=O)(=O)c2cccc(C(=O)OCc3cc(=O)oc4cc(O)ccc34)c2)CC(C)O1 (configuration not stated)	i	i	12	5	i	i	i	i	i	-0.8	i
O=C(NCc1ccccc1)C1=C[C@H](c2ccc(Br)cc2)C[C@H](OCCCCO)O1	i	i	15	-2	i	i	i	i	i	-0.2	i
COc1ccc(NC(=O)CN(C)C(=O)c2cccc(S(=O)(=O)N3CCN(C)CC3)c2)cc1	i	i	-2	-3	i	i	i	i	i	-32	i
O=C(c1ccccc1OCc1ccc(Cl)cc1)N1CCN(c2ccccn2)CC1	i	i	-2	14	i	i	i	i	i	-0.4	i

Screening results deposited in PubChem by several laboratories.
